All columns: NCI-60 one-dose screen, growth in % after 48 h at 10 µM unless noted; 100 = growth as untreated, 0 = no growth, -100 = all killed.
786-0 – 786-0 renal cancer cells. 5.1% of 81,000 active
TK-10 – TK-10 renal cancer cells. 3.9% of 81,000 active. AID 1794769
IGROV1 – IGROV1 ovarian cancer. 4.7% of 79,000 active. AID 1794786
OVCAR-5 – OVCAR-5 ovarian cancer; 2.9% of 82,000 active
UO-31 – UO-31 renal cancer; 5.2% of 81,000 active
SK-OV-3 – SK-OV-3 ovarian cancer cells; 3.2% of 80,000 active
OVCAR-4 – OVCAR-4 ovarian cancer cells | 3.7% of 80,000 active
SN12C – SN12C renal cancer cells; 3.8% of 81,000 active
* = called active by the depositor; . = no result given; & = joins results of further samples. How the source made its calls: active means growth percent below 10; inactive means the rest.

entry	smiles	786-0	TK-10	IGROV1	OVCAR-5	UO-31	SK-OV-3	OVCAR-4	SN12C
1	CSc1nc(N)nc2nc[nH]c12	104	115	98	109	98	.	106	93
2	COc1cccc(/C=C2/C(=O)N(Cc3ccco3)SC2=S)c1OC	101	117	104	103	93	98	102	98
3	C[C@H]1[C@H]2C3=CC[C@@H]4[C@@]5(C)C/C(=C/c6cccnc6)C(=O)C(C)(C)[C@@H]5CC[C@@]4(C)[C@]3(C)CC[C@@]2(C(=O)N2CCOCC2)CC[C@@H]1C	75	113	83	113	54	88	17	67
4	O=C(/C=C/c1ccccc1F)c1cccc(OCCCCOc2cccc(C(=O)/C=C/c3ccccc3F)c2)c1	113	138	95	106	93	110	99	103
5	COC(=O)C12C3C(=O)N(c4ccc(OC)cc4)C(=O)C3C(c3cn(-c4ccccc4)nc3C)N1[C@H](c1cn(-c3ccccc3)nc1C)[C@@H]1C(=O)N(c3ccc(OC)cc3)C(=O)[C@@H]12 (stereo not given in full)	102	97	107	103	97	101	108	104
6	CCCCOC(=O)c1ccc(NC(=O)CCl)cc1	70	92	-49*	101	58	105	-53*	18
7	COc1ccc(CN2CCc3c(Sc4ccccc4)nc(N)nc3C2=O)c(OC)c1	62	60	.	82	30	82	44	53
8	Cc1ccc(S(=O)(=O)Nc2cc(C)cc(CCNC=O)c2C)cc1	98	97	109	109	85	101	103	104
9	NC(N)=NS(=O)(=O)c1ccc(N=Nc2c(N)nn(-c3ccccc3)c2N)cc1	101	104	98	103	78	94	104	103
10	O=C1CC(c2cccc(F)c2)c2cnn(Cc3ccc4c(c3)OCO4)c2N1 (stereo not given)	92	91	108	95	82	86	98	89
11	CCCCCCCCn1ccc2cc(NC(=O)CN3CCN(c4nc(C)cc(N5CCCCCC5)n4)CC3)ccc21	94	107	85	103	55	90	85	89
12	c1ccc2cc(-c3cc(-c4ccc5c(c4)OCCO5)[nH]n3)ccc2c1	101	69	96	96	89	106	97	99
13	Clc1ccc(C2CC(c3cccc(Nc4ccncc4)c3)=NN2c2ccc(Cl)cc2)cc1 (stereo not given)	-72*	50	7.4*	65	4.6*	84	-15*	40
14	CC1(C)CC[C@]2(C(=O)N3CCNCC3)CC[C@]3(C)C(=CC[C@@H]4[C@@]5(C)C/C(=C/c6ccncc6)C(=O)C(C)(C)[C@@H]5CC[C@]43C)[C@@H]2C1	97	103	101	108	79	111	100	97
15	CC(O)/C=C/C=C/C(O)CC/C=C/C(=O)NCC(C)(C)O (stereo not given)	109	109	117	113	78	111	106	99
16	CCN1C(=O)N(CC)C2Nn3c(s/c(=C\c4cccs4)c3=O)=NC21 (stereo not given)	97	98	97	99	82	107	95	105
17	COC(=O)c1oc2c(F)c(-c3ccc(OC)cc3)c(-c3ccccc3)c(-c3ccccc3)c2c1N	111	112	95	105	91	110	96	104
18	Cc1c(Cl)ccc2c(C(=O)O)cc(-c3ccccc3)nc12	99	98	85	96	78	99	96	94
19	COc1ccc(/C=c2\c(=O)n(-c3ccccc3)c3nnc(CC#N)n23)cc1	101	96	111	105	82	101	101	96
20	COc1cccc(-c2nc(SCC(=O)Nc3ccc(C(=O)/C=C/c4ccc(Cl)cc4)cc3)[nH]c(=O)c2C#N)c1	98	102	107	110	84	96	104	.

By substructure, those above with a cyano group.
entry	smiles	786-0	TK-10	IGROV1	OVCAR-5	UO-31	SK-OV-3	OVCAR-4	SN12C
19	COc1ccc(/C=c2\c(=O)n(-c3ccccc3)c3nnc(CC#N)n23)cc1	101	96	111	105	82	101	101	96
20	COc1cccc(-c2nc(SCC(=O)Nc3ccc(C(=O)/C=C/c4ccc(Cl)cc4)cc3)[nH]c(=O)c2C#N)c1	98	102	107	110	84	96	104	.

(further entries)
entry	smiles	786-0	TK-10	IGROV1	OVCAR-5	UO-31	SK-OV-3	OVCAR-4	SN12C
21	Nc1ccc2c(c1)NCC2	.	105	111	85	71	.	106	84
22	Cc1cc(C)c2c(Cn3cc(Cn4c(C)cc(=O)n(Cc5cn(Cc6cc(=O)oc7cc(C)cc(C)c67)nn5)c4=O)nn3)cc(=O)oc2c1	96	93	80	102	80	.	87	84
23	O=C1CSC(c2ccc(O)cc2)N1n1cnnc1 (stereo not given)	102	106	108	111	87	98	97	96
24	O=c1cc(O)c2ccccc2[nH]1	114&108	105&113	82&115	110&103	76&81	119&117	118&106	106
25	CCC(=O)Oc1ccc(/C(=C(/C)Cc2cccc(OC)c2)c2ccc(OCCN3CCCCC3)cc2)cc1	98	103	101	100	79	88	96	90
26	CN(C)Cc1ccc(C(C)(C)C)cc1Br	103	106	99	108	83	98	104	107
27	O=C(CSc1nnc(-c2ccc(Cl)cc2)n1-c1ccccc1)Nc1ccc(C(=O)/C=C/c2ccccc2)cc1	109	112	106	118	87	102	105	112
28	COc1cc(/C(=C2/O[C@@H]([C@H](O)CO)[C@H]3OC(C)(C)O[C@@H]23)c2ccc3c(c2)OCO3)cc(OC)c1OC	97	110	107	87	117	116	111	96
29	O=C(CSc1nnc(-c2ccccc2)o1)Nc1ccc(C(=O)/C=C/c2ccccc2)cc1	85	91	38	102	56	108	31	82
30	COc1ccc(Oc2nc(Cl)nc(NC3CCCCCC3)n2)cc1	103	122	93	94	76	96	91	95
31	CC(=O)Nc1nonc1-n1nnc(-c2csc(N)n2)c1C	101	99	127	117	96	103	102	110
32	COc1ncnc2c1ncn2CC#CCCl	110	111	124	107	95	123	95	101
33	COc1ccc(C2=NN(c3ccc(Cl)cc3)C(c3c(C)nn(-c4ccccc4)c3Cl)C2)cc1 (stereo not given)	94	143	129	109	87	113	81	110
34	O=C(c1cc2ccccc2[nH]1)N(CC(F)(F)F)[C@H]1CCC[C@@H](NCc2cccc(F)c2)C1	85	99	51	81	50	87	64	76
35	CCOC(=O)Nc1ccc(C)cc1NC(=O)OCC	91	94	103	102	80	72	105	96
36	CCCCCCCC[C@@H]1C=CC(=O)N1CCCCCCC(=O)OC	109	.	112	104	98	100	101	96
37	FC(F)(F)c1cc(-c2nnc3n2NC(N2CCOCC2)CS3)cc(C(F)(F)F)c1 (stereo not given)	.	123	107	122	84	94	102	96
38	COc1ccc(/C=C2/C=C(c3ccc(Cl)c(Cl)c3)OC2=O)cc1	98	106	102	100	81	104	98	96
39	COC(=O)C1=C(C(=O)OC)C23C=C(C)C1C2=C(C)C1(CC1)[C@@](C)(O)C3=O (stereo not given in full)	-21*	-7.0*	3.1*	-3.6*	-28*	-22*	1.6*	9.5*
40	C=C(C)[C@@H]1CC[C@]2(C(N)=O)CC[C@]3(C)[C@H](CC[C@@H]4[C@@]5(C)CC/C(=N\OCCC#N)C(C)(C)[C@@H]5CC[C@]43C)[C@@H]12	82	103	97	106	57	88	74	84
41	NC1=C(Cl)C(=O)c2ccc(S(N)(=O)=O)cc2C1=O	-30*	-16*	-85*	-88*	-96*	-45*	-100*	-68*
42	Clc1ccc(-c2cc(-c3ccc(Cl)cc3)[o+]c(-c3ccc(Cl)cc3)c2)cc1	95	107	91	107	89	87	115	100
43	CCS(=O)(=O)N[C@@H]1O[C@H](COC(C)=O)C(OC(C)=O)[C@H](OC(C)=O)C1OC(C)=O (stereo not given in full)	104	97	106	99	95	97	102	112
44	COC(=O)CCC(=O)c1ccc2cc(OC)ccc2c1	96	97	101	.	94	113	104	103
45	CSc1ccc(OCc2nc3ccccc3n2-c2cccc(NS(C)(=O)=O)c2)cc1	97&114	128&118	83&95	117&130	78&59	83&110	69&94	97&118
46	CCCCCCCCCCCCCCCCCCNC(=S)N=Nc1c(O)[nH]c2ccccc12	98	120	73	95	38	91	99	89
47	O=c1c2ccccc2nc(COc2ccccc2)n1/N=C/C=C/c1ccccc1	100	106	90	99	90	.	90	88
48	COc1nc2ccc(OC(C)C)cc2cc1-c1nc2c(cnn2-c2ccccc2)c(=O)[nH]1	98	116	98	95	74	86	107	93
49	CN(C)C(=O)OC1CCCCC1	107	114	112	115	84	106	105	96
50	O=C(CBr)c1cccc2c1ccc1ccccc12	100	121	116	118	102	121	93	108
51	NC(CSC(c1ccccc1)(c1ccccc1)c1ccccc1)C(=O)O (stereo not given)	49	59	63	42	54	17	75	54
52	FC(F)(F)c1ccc(-c2cn3nc(-c4c[nH]c5ccc(Br)cc45)sc3n2)cc1	106	112	73	95	69	93	102	94
53	COc1ccc(-c2nnc(-c3c(-c4ccccc4)nc4ncccn34)o2)cc1OC	102	111	99	92	79	96	93	97
54	COC(=O)[C@]12CC[C@@H](C)[C@H](C)[C@@H]1C1=CC[C@@H]3[C@@]4(C)C[C@@H](O)OC[C@](C)(C=O)C4C(=O)C[C@@]3(C)[C@]1(C)CC2 (stereo not given in full)	2.9*	9.2*	15	-11*	7.7*	-0.3*	19	11
55	CCCNc1ncc2ncn(CCC)c2n1	112	114	116	117	75	122	119	100
56	O=C(O)C1=Nc2ccc(Cl)cc2/C1=C\c1sc(=S)[nH]c1O	104	100	108	101	76	.	96	99
57	O=C(c1ccccc1)c1cccs1	92	97	110	99	91	102	103	99
58	COc1ccc(C(OC(=O)c2cccc(Cl)c2)C(=O)NC(C)(C)C)cc1OC (stereo not given)	106	100	91	86	76	105	109	94
59	CCCOc1ccc(C#N)cc1	111	112	106	101	104	104	104	101
60	COc1ccc(-c2oncc2-c2cc3c(c(OC)c2)OCC(=O)N3)cc1	103	109	99	119	84	146	96	101

By substructure: the entries above containing bromine.
entry	smiles	786-0	TK-10	IGROV1	OVCAR-5	UO-31	SK-OV-3	OVCAR-4	SN12C
26	CN(C)Cc1ccc(C(C)(C)C)cc1Br	103	106	99	108	83	98	104	107
50	O=C(CBr)c1cccc2c1ccc1ccccc12	100	121	116	118	102	121	93	108
52	FC(F)(F)c1ccc(-c2cn3nc(-c4c[nH]c5ccc(Br)cc45)sc3n2)cc1	106	112	73	95	69	93	102	94

The list continues:
entry	smiles	786-0	TK-10	IGROV1	OVCAR-5	UO-31	SK-OV-3	OVCAR-4	SN12C
61	COc1ccc(NC(=O)N/N=C/c2c[nH]c3ccccc23)cc1	45	74	41	37	40	38	70	34
62	Cc1ccc(NS(=O)(=O)c2ccccc2)cc1	99	99	89	109	80	105	.	102
63	Cc1cccc[n+]1C	62&101	96&119	109	115&109	116&92	115&96	106&112	96&80
64	Cc1ccc(C(=O)Nc2cc(-c3ccncc3)cc(C(F)(F)F)c2)cc1C#Cc1cnc2cccnn12	46	64	54	54	31	127	64	35
65	CCCCCCCC/C=C/CCCCCCCC1=NC(C)(C)CN1CC(C)O (stereo not given)	59	83	-15*	84	-74*	88	62	55
66	CCCC(O)c1ccc(C)cc1 (stereo not given)	105	105	102	113	92	107	113	109
67	COC(=O)c1ccc(Nc2cc(=O)[nH]c(=O)[nH]2)cc1	99	91	104	114	93	118	110	103
68	Cn1cc(C(=O)Nc2cc(C(=O)Nc3cc(C(=O)NCCC(=N)N)n(C)c3)n(C)c2)cc1NC(=O)CN=C(N)N	97	109	101	102	90	135	97	.
69	COc1ccc(N/N=C2\CCCc3ccccc3C2=O)cc1	97	160	95	88	79	90	73	95
70	CC(C)NCCO	108	105	119	98	101	97	119	107
71	CC(=O)Nc1ccccc1OCC(=O)O	103&98	95&97	107&104	103&105	87&96	96&79	107&100	94&96
72	C[N+]1(CCc2ccccc2)CC[N+](C)(CCc2ccccc2)CC1 (stereo not given)	99	92	96	91	86	107	98	101
73	O=C1O[C@H]2c3ccccc3-c3c4c(cc5c3[C@@H]2N1CC5)OCO4	92	94	100	102	71	96	99	95
74	O=C(N/N=C/c1ccc([N+](=O)[O-])cc1)c1ccc2nc(-c3ccc(Cl)cc3)[nH]c2c1	49	90	19	53	43	61	23	20
75	CN(C)c1ccc(-c2cc(-c3ccc(Nc4nc(Nc5ccc(Cl)cc5)nc(Nc5ccc(Cl)cc5)n4)cc3)nc(N)c2C#N)cc1	72	104	55	87	68	102	89	113
76	O=C(CNc1cccnc1)Nc1ccc(C(=O)/C=C/c2ccc(Cl)cc2)cc1	105	106	95	93	78	111	87	89
77	CCCCCCN(CCCCCC)CCCCCC	105	96	100	97	90	93	99	95
78	O=C(O)c1nn(-c2ccc(Cl)cc2)nc1N1CCCC1	100	133	93	95	80	97	91	101
79	O=C(O)c1ccccc1Nc1ccc2nnc(-c3ccncc3)n2n1	83	115	49	101	94	109	80	72
80	N#Cc1c(-c2cccs2)cc(-c2cnccn2)nc1SCC(=O)c1ccc(Br)cc1	95	124	76	90	63	97	86	91

Gathered by group: those above containing a tert-butyl group.
entry	smiles	786-0	TK-10	IGROV1	OVCAR-5	UO-31	SK-OV-3	OVCAR-4	SN12C
26	CN(C)Cc1ccc(C(C)(C)C)cc1Br	103	106	99	108	83	98	104	107
58	COc1ccc(C(OC(=O)c2cccc(Cl)c2)C(=O)NC(C)(C)C)cc1OC (stereo not given)	106	100	91	86	76	105	109	94

Next structures follow:
entry	smiles	786-0	TK-10	IGROV1	OVCAR-5	UO-31	SK-OV-3	OVCAR-4	SN12C
81	NC1=Nc2ccc(OC(F)(F)F)cc2SC1	80	109	97	78	71	90	93	99
82	CSCCC(NC(=O)CN)C(=O)O (stereo not given)	100	124	126	110	95	116	113	106
83	CC1=NC(=S)NC(c2ccccc2)/C1=C1/CC(c2ccccc2O)N(c2ccccc2)N1 (stereo not given)	99	101	93	98	78	96	106	95
84	Cc1ccc(S(=O)(=O)OC2COC(OCc3ccccc3)C(OS(=O)(=O)c3ccc(C)cc3)C2O)cc1 (stereo not given)	91	107	101	106	81	100	99	98
85	O=C(Nc1cc(Cl)c(Cl)cc1Cl)N1CCOCC1	94	116	117	100	100	124	98	105
86	COc1cc(-c2cnnn2-c2nonc2-n2cccc2)cc(OC)c1OC	97	113	94	110	86	98	99	101
87	CCN(CC)Cc1c(-c2cccc(OC(F)(F)F)c2)[nH]c2ccc(N3CCCC3)cc2c1=O	99	124	80	93	78	111	101	93
88	COC(=O)c1cc(-c2ccc(C)cc2)c(C#N)c(N)c1C#N	104	116	104	99	97	111	102	102
89	Clc1cc2nc(-c3cc(-c4ccc5c(c4)OCO5)n[nH]3)[nH]c2cc1Cl	85	91	75	83	77	90	82	77
90	O=C(O)c1ccc(-c2nn(-c3ccc(C(F)(F)F)cc3)cc2CNc2ccc(F)cc2)cc1	99	92	107	107	95	108	81	95
